Mm-Cpn inhibitor – M. maripaludis TRiC chaperonin inhibition; Potency, µM (doses to about 76.9 µM), without a hit: at the top dose activity, negative = inhibition, usual class: inhibitors; AID 504842; purified Mm-Cpn ATPase, ADP Transcreener TR-FRET; 0.031% of 330,000 active; note: potency is the fitted concentration of half-maximal effect; % is set by controls: 0 for no effect and ±100 for the full control effect; nearly all actives have a fitted effect of over 80% in size
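Quantitative HTS used 25 nM Mm-CPN and 10 uM ATP in magnesium/KCl Tris buffer, pH 7.4, with 1 mM DTT. Hydrolysis ran 30 min at 37°C; ADP was read by HTRF.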
FUS suppressor – FUS proteinopathy suppression in yeast. S. cerevisiae FUS-expressing, growth rescue, OD600, 24 h. AID 1347120. 0.24% of 390,000 active. Potency, µM (titrated, usually from 76.6 µM), for the others: top-dose growth rescue (activation), most hits filed as activators;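 note: potency is the fitted concentration of half-maximal effect; plate controls were DMSO vehicle for no effect and reference control for full effect; nearly all actives have a fitted effect of over 55% in size; some results filed as inactive show a strong effect at the top dose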
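Yeast FUS proteinopathy model; galactose-induced FUS (2%), starting OD 0.005. Cpds in dilution series, 24hr, 30C, 99% humidity. Abs 600 nm growth. Pos ctrl CP55940 (top 92uM final); neg ctrl DMSO.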
Akt phos inh – inhibitors of Akt phosphorylation; Neuro2A IGF-stimulated pAkt S473 HTRF, 20 min; active compounds read low; activity change, % for hits at 50 µM; 0.32% of 360,000 active; in the data active = activity change below about -80%; inconclusive = mostly about -51% to -80%; note: % is set by controls: 0 for no effect and ±100 for the full control effect
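Single-point screen (50 µM final compound) in Neuro2A cells stimulated 20 min with 6 nM IGF at 37 deg C. After lysis, Ser473-phosphorylated Akt read by HTRF (ex 330 nm, em 615/665 nm) as the 665/615 ratio.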
Abeta yeast res – compounds reversing amyloid beta toxicity in yeast. yeast expressing A-beta42, growth rescue, OD600, 48 h; response scale: 0% DMSO, 100% iron-clioquinol control. Potency, µM (titrated, usually from 46.1 µM), for the others: at the highest dose growth rescue, hits mostly activators. 0.063% of 410,000 active; note: potency is the fitted concentration of half-maximal effect; nearly all actives have a fitted effect of over 55% in size
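Yeast growth medium received pinned compounds, then yeast cells expressing toxic A-beta were added; plates incubated at 30 C for 48 hr. Growth read as absorbance at 600 nm, normalized to DMSO and equimolar FeCl3 plus clioquinol controls.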
TDP-43 yeast inh – TDP-43 toxicity inhibition in yeast; TDP-43 expressing yeast growth rescue, BacTiter-Glo, 24 h; Potency, µM (series often up to 46.1 µM), inactives show at the highest dose growth rescue (activation), hits mostly activators; 1.8% of 410,000 active; note: potency is the fitted concentration of half-maximal effect; % of control where 0% means no effect; nearly all actives have a fitted effect of over 50% in size
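Cell-based yeast growth screen: TDP-43 expression induced in galactose, inoculum OD600=0.02 after raffinose pregrowth to mid-log. Read-out BacTiter-Glo luminescence at 24 hr, 30 deg C; inhibition of toxicity seen as signal increase.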
HEK293 tox – cytotoxicity in counter-screen for GLP-1R inverse agonists; HEK293 cAMP-luciferase reporter cells, luminescence, 24 h; Potency, µM (doses to about 38.3 µM), inactives show top-dose activity change, negative = inhibition, usual class: inhibitors; 0.13% of 410,000 active; AID 624418;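 note: loss of luciferase light is scored as toxicity; potency is the fitted concentration of half-maximal effect; % is set by controls: 0 for no effect and ±100 for the full control effect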
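Compound-treated cells are incubated 24 hr at 37 deg C under 5% CO2 after a 12 hour attachment period, then luciferase detection reagent is added and luminescence is measured following 12 min at room temperature; lowered signal indicates toxicity.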
PTHR1 agonist – agonists of human PTHR1 parathyroid hormone receptor; Potency, µM (doses to about 115 µM), inactives show at the highest dose activation, usual class: activators; 0.075% of 410,000 active; HEK293 GP2 PTHR1 cells, GloSensor cAMP luminescence, 1 h; Q03431; note: potency is the fitted concentration of half-maximal effect; nearly all actives have a fitted effect of over 55% in size; some results filed as inactive show a strong effect at the top dose; inactives centre near -15; many of its hits are not listed in these tables
Target sequence (Q03431 whole entry, looked up): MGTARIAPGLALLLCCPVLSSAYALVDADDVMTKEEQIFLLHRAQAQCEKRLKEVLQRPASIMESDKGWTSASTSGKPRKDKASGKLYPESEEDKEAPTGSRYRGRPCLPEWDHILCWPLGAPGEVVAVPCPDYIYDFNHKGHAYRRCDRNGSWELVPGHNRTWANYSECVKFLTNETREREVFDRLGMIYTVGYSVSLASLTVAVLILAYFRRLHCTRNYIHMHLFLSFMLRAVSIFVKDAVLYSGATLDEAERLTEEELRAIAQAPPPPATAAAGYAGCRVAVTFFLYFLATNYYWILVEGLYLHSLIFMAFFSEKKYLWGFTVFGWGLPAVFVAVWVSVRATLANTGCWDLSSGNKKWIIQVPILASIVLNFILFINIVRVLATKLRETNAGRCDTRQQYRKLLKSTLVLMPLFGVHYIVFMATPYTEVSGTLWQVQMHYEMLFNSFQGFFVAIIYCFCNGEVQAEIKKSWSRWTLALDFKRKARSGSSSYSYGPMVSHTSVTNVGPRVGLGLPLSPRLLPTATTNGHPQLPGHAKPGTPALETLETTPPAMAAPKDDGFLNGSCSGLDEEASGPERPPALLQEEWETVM
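HEK-293-derived GP2 cells expressing PTHR1 and a GloSensor cAMP reporter, 3,000/well, plated overnight, given luciferin plus IBMX (each 0.5 mM as added) for 1 h at 37 °C, then compound for 1 h at 37 °C. Luminescence was read after 15 min at room temperature.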
aSyn yeast inh – alpha-synuclein toxicity inhibition in yeast; AID 652106; 0.14% of 370,000 active; Potency, µM (series often up to 46.1 µM), for inactives: at the top dose growth rescue (activation), usual class: activators; Yeast expressing alpha-synuclein, growth rescue, BacTiter-Glo, 24 h; note: potency is the fitted concentration of half-maximal effect; % of control where 0% means no effect; nearly all actives have a fitted effect of over 65% in size
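Screening used galactose-induced yeast with toxic alpha-synuclein levels, exposed to compound for 24 hr at 30 deg C. Cell growth, read with BacTiter-Glo luminescence, gave the measured signal.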
GLP1R inv ag – inverse agonists of human GLP-1 receptor; P43220; HEK293 GLP-1R CRE-luciferase, luminescence, 24 h; GLP-1R form is constitutively active; Potency, µM (top dose mostly 38.3 µM), without a hit: top-dose activity change, negative = inhibition, hits mostly inhibitors; 1.6% of 410,000 active; note: potency is the fitted concentration of half-maximal effect; % is set by controls: 0 for no effect and ±100 for the full control effect; nearly all actives have a fitted effect of over 55% in size
Target sequence (P43220 whole entry, looked up): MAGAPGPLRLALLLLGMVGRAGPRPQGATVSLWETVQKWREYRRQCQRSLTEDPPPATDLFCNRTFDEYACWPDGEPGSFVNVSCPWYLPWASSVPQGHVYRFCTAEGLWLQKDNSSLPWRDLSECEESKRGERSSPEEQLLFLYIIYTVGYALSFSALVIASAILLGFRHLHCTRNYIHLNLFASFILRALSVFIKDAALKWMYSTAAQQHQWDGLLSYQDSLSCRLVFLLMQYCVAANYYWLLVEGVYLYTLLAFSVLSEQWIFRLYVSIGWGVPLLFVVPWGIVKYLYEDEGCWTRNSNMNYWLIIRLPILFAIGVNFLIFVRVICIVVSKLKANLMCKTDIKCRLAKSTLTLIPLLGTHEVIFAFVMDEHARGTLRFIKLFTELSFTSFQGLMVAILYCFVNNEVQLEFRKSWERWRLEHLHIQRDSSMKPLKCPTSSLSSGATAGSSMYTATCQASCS
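qHTS in 1536-well format: reporter HEK293 cells expressing constitutive GLP-1R activity in DMEM + 10% Nu serum, 24 hr with compounds at 37 deg C, luminescence read after 12 min with detection reagent.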
* hit, by the source's call; [ ] = another dose, or the depositor's remark. Unless noted, calls come from the whole dose curve; as a rule, active = well fitted curve in the direction sought with a large enough effect; inconclusive = small, poorly fitted or top-dose-only effect, or another doubt; inactive = no such curve, though single readings can be large; an effect the other way counts as inactive or inconclusive. An excerpt; count on the stated rates, not on these rows.

`CN(C)CCN1CCN(C2CN(Cc3cn(Cc4ccccc4C(F)(F)F)nn3)S(=O)(=O)C2)CC1` (configuration not stated) gave FUS suppressor -23%, Akt phos inh inactive, Abeta yeast res -4%, TDP-43 yeast inh 23%, HEK293 tox 5%, PTHR1 agonist -15%, aSyn yeast inh -2% and GLP1R inv ag 23%.
`COc1ccc(CNC2CC(=O)N(C)C2=O)cc1` (configuration not stated) gave Mm-Cpn inhibitor -1%, FUS suppressor -9%, Akt phos inh inactive, Abeta yeast res 6%, TDP-43 yeast inh -13%, HEK293 tox 1%, PTHR1 agonist inactive, aSyn yeast inh 0% and GLP1R inv ag 2%.
For CNS(=O)(=O)c1cnccc1N1CCN(c2cccc(C(F)(F)F)c2)CC1 the results were Mm-Cpn inhibitor 1%, FUS suppressor -4%, Akt phos inh inactive, Abeta yeast res 10%, TDP-43 yeast inh 5%, HEK293 tox -9%, PTHR1 agonist -41%[inhibitor], aSyn yeast inh 10% and GLP1R inv ag -32%.
For Cc1cc(CNC(=O)c2cc(Br)ccc2Cl)nn1C the results were Mm-Cpn inhibitor -1%, FUS suppressor 15%, Akt phos inh inactive, Abeta yeast res -10%, TDP-43 yeast inh -6%, HEK293 tox 4%, PTHR1 agonist 12%, aSyn yeast inh -17% and GLP1R inv ag 2%.
Screening CCc1cc2c(cc3c(=O)n(CC(=O)NC4CCCCC4)nc(CC)n32)s1 returned FUS suppressor 3%, Abeta yeast res 1%, TDP-43 yeast inh inconclusive, HEK293 tox -14%, PTHR1 agonist -22% and GLP1R inv ag 5%.
`CCOC(=O)c1sc2nc3c(SCC(=O)O)cc(C(=O)c4cc(F)ccc4O)cn3c(=O)c2c1C` gave Mm-Cpn inhibitor -1%, FUS suppressor 16%, Akt phos inh inactive, Abeta yeast res 5%, TDP-43 yeast inh 14%, HEK293 tox -4%[1.53 µM], PTHR1 agonist -16%, aSyn yeast inh 1% and GLP1R inv ag inconclusive.
Screening COc1ccccc1N1CCN(C(=O)CCNS(=O)(=O)c2ccc3c(c2)CCC(=O)N3)CC1 returned Mm-Cpn inhibitor 1%, FUS suppressor 12%, Akt phos inh inactive, Abeta yeast res -21%, TDP-43 yeast inh -7%, HEK293 tox -9%, PTHR1 agonist -15%, aSyn yeast inh -3% and GLP1R inv ag 0%.
Cc1cc(=O)[nH]c(Nc2cccc(Br)c2)n1 was read as Mm-Cpn inhibitor -4%, FUS suppressor -19%, Akt phos inh inactive, Abeta yeast res -3%, TDP-43 yeast inh 10%, HEK293 tox -2%, PTHR1 agonist -39%[inhibitor], aSyn yeast inh 1% and GLP1R inv ag inconclusive.
For CC(C)N(C(=O)CC1ON(C)C(=O)N1c1ccc(Cl)cc1)C(C)C (configuration not stated) the results were Mm-Cpn inhibitor -6%, FUS suppressor 24%, Akt phos inh inactive, Abeta yeast res 14%, TDP-43 yeast inh -33%[inhibitor][0.397 µM], HEK293 tox 4%, PTHR1 agonist inactive, aSyn yeast inh -12% and GLP1R inv ag inconclusive.
Screening COc1ccc(OC)c(/C=C/C(=O)N2CCN(S(=O)(=O)c3cc(C)ccc3C)CC2)c1 returned Mm-Cpn inhibitor -2%, FUS suppressor 32µM*, Akt phos inh inactive, Abeta yeast res -8%, TDP-43 yeast inh 8%, HEK293 tox 0%, PTHR1 agonist inactive, aSyn yeast inh 1% and GLP1R inv ag inconclusive.
Screening CCn1c(CC(=O)Nc2ccc(C)cc2)nnc1SCC(=O)Nc1nc(C)cs1 returned Mm-Cpn inhibitor 0%, FUS suppressor 24%, Akt phos inh inactive, Abeta yeast res -6%, TDP-43 yeast inh -5%, HEK293 tox -22%, PTHR1 agonist -3%[57.5 µM], aSyn yeast inh -3% and GLP1R inv ag 3%.
`Cc1ccc(Cl)cc1NC(=O)COC(=O)C1CC1` gave Mm-Cpn inhibitor 1%, FUS suppressor 3%, Akt phos inh inactive, Abeta yeast res -6%, TDP-43 yeast inh 9%, HEK293 tox -7%, PTHR1 agonist inactive, aSyn yeast inh -5% and GLP1R inv ag 19%.

Continued; the last two above are carried over.
Screening CCn1c(CC(=O)Nc2ccc(C)cc2)nnc1SCC(=O)Nc1nc(C)cs1 returned Mm-Cpn inhibitor 0%, FUS suppressor 24%, Akt phos inh inactive, Abeta yeast res -6%, TDP-43 yeast inh -5%, HEK293 tox -22%, PTHR1 agonist -3%[57.5 µM], aSyn yeast inh -3% and GLP1R inv ag 3%.
`Cc1ccc(Cl)cc1NC(=O)COC(=O)C1CC1` gave Mm-Cpn inhibitor 1%, FUS suppressor 3%, Akt phos inh inactive, Abeta yeast res -6%, TDP-43 yeast inh 9%, HEK293 tox -7%, PTHR1 agonist inactive, aSyn yeast inh -5% and GLP1R inv ag 19%.
Screening CCOc1ccc(-c2cc(C(=O)Nc3ccc(NC(C)=O)cc3)no2)cc1 returned FUS suppressor 15%, Abeta yeast res -18%, TDP-43 yeast inh -13%, HEK293 tox -9%, PTHR1 agonist 6% and GLP1R inv ag 21%.
Screening CCOC(=O)c1cc2sc(C)cc2n1CC(=O)N1CCOCC1 returned Mm-Cpn inhibitor -1%, FUS suppressor 9%, Akt phos inh inactive, Abeta yeast res -10%, TDP-43 yeast inh -21%, HEK293 tox -11%, PTHR1 agonist inactive, aSyn yeast inh -2% and GLP1R inv ag -7%.
For CCCS(=O)(=O)c1nc(S(=O)(=O)c2ccc(C)cc2)c(NCc2ccccn2)s1 the results were Mm-Cpn inhibitor 0%, FUS suppressor -24%, Akt phos inh inactive, Abeta yeast res 14%, TDP-43 yeast inh 2%, HEK293 tox -8%, PTHR1 agonist -18%, aSyn yeast inh 5% and GLP1R inv ag 5%.
For COC(=O)c1cccnc1NC(=S)NC(C)C the results were Mm-Cpn inhibitor -5%, FUS suppressor 2%, Akt phos inh inactive, Abeta yeast res -13%, TDP-43 yeast inh -7%, HEK293 tox inconclusive, PTHR1 agonist -2%, aSyn yeast inh -7% and GLP1R inv ag 15%.
Screening COc1cccc(-n2c(SCC(=O)Nc3ccc4c(c3)OCO4)nc3c([nH]c4ccccc43)c2=O)c1 returned FUS suppressor 41%, Abeta yeast res -2%, TDP-43 yeast inh 29%, HEK293 tox -7%, PTHR1 agonist -58%, aSyn yeast inh 7% and GLP1R inv ag 1%.
CN(CC(=O)Nc1cccc(F)c1)C(=O)CCSc1ccc(F)cc1 was read as Mm-Cpn inhibitor 1%, FUS suppressor 12%, Akt phos inh inactive, Abeta yeast res inconclusive, TDP-43 yeast inh -16%, HEK293 tox -5%, PTHR1 agonist -96%[inhibitor], aSyn yeast inh 13% and GLP1R inv ag inconclusive.
`COc1cccc(C(=O)Nc2ccc3nc(SCc4ccc(C)cc4)sc3c2)c1` gave FUS suppressor 3%, Abeta yeast res -1%, TDP-43 yeast inh 12%, HEK293 tox -5%, PTHR1 agonist inactive and GLP1R inv ag inconclusive.
`COc1ccc(N2CC(C(=O)N/N=C/c3c[nH]c4ccccc34)CC2=O)cc1` (configuration not stated) gave Mm-Cpn inhibitor 1%, FUS suppressor 13%, Akt phos inh inactive, Abeta yeast res -6%, TDP-43 yeast inh -1%, HEK293 tox -7%, PTHR1 agonist inactive, aSyn yeast inh 0% and GLP1R inv ag -29%.
Screening COc1ccc(CCNS(=O)(=O)c2ccc3c(c2)CCN3C(=O)CCC(=O)O)cc1OC returned Mm-Cpn inhibitor -1%, FUS suppressor 24%, Akt phos inh inactive, Abeta yeast res -7%, TDP-43 yeast inh -34%[inhibitor], HEK293 tox 4%, PTHR1 agonist inactive, aSyn yeast inh 3% and GLP1R inv ag -7%.
`Cc1cc(C(=O)COC(=O)c2ccc[nH]c2=O)c(C)n1C` gave Mm-Cpn inhibitor -1%, Akt phos inh inactive, Abeta yeast res 9%, TDP-43 yeast inh -1%, HEK293 tox 8%, PTHR1 agonist inactive, aSyn yeast inh 1% and GLP1R inv ag -13%.
For COc1ccc(CN2C(=O)N(c3ccc(F)cc3)C(=O)C2CC(=O)Nc2cc(OC)cc(OC)c2)cc1 (configuration not stated) the results were FUS suppressor 6%, Abeta yeast res -7%, TDP-43 yeast inh -1%, HEK293 tox -15%, PTHR1 agonist -13% and GLP1R inv ag -15%.
`COc1cc(C(=O)NC(C)c2ccc3ccccc3c2)cc(Cl)c1O` (configuration not stated) gave Mm-Cpn inhibitor -1%, FUS suppressor 32%, Akt phos inh inactive, Abeta yeast res 0%, TDP-43 yeast inh inconclusive, HEK293 tox 4%, PTHR1 agonist -22%, aSyn yeast inh -17% and GLP1R inv ag inconclusive.
`Cc1ccc(C2Nc3cc(C)c(C)cc3-n3c(-c4ccccc4)c4c(=O)n(C)c(=O)n(C)c4c32)o1` (configuration not stated) gave FUS suppressor 34%, Abeta yeast res -16%, TDP-43 yeast inh 10%, HEK293 tox -11%, PTHR1 agonist -19% and GLP1R inv ag inconclusive.
Screening COc1ccccc1N1CC(C(=O)Nc2ccccc2N2CCCC2)CC1=O (configuration not stated) returned Mm-Cpn inhibitor -3%, FUS suppressor 6%, Akt phos inh inactive, Abeta yeast res 1%, TDP-43 yeast inh -10%, HEK293 tox -6%, PTHR1 agonist inactive, aSyn yeast inh 8% and GLP1R inv ag -10%.
CC(C)(C)CC(=O)Nc1cc(S(=O)(=O)N2CCOCC2)ccc1N1CCCC1 was read as Mm-Cpn inhibitor -1%, FUS suppressor 10%, Akt phos inh inactive, Abeta yeast res -4%, TDP-43 yeast inh 12%, HEK293 tox -2%, PTHR1 agonist inactive, aSyn yeast inh 1% and GLP1R inv ag 15%.

High-throughput results from PubChem.
